Compound activity: PubChem BioAssay, several laboratories
M. tuberculosis GlmU: inhibition of mycobacterial GlmU enzyme – biochemical, glucosamine-1-phosphate acetyltransferase (AID 1376). M. tuberculosis GlmU acetyltransferase enzyme assay; higher % means a stronger effect. inhibition, %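 (tested at 30 µM in the primary screen)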, or IC50 in µM where a hit was titrated. 220,000 tested, 0.25% active; in the data active means inhibition above about 13%;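 further: 0% = complete reaction with vehicle and 100% = reaction without substrate; strong numbers were not always called active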
RmlCD inh 1536: blocks M. tuberculosis RmlC and RmlD coupled enzymes; P9WH09+P9WH11; RmlC+RmlD coupled enzyme assay, percent inhibition; primary screen in compound mixtures; inhibition, % at 3.6 µM; 160,000 tested, 0.03% active; AID 1533; in the data active means inhibition mostly above about 34%, no sharp cut-off; further: some results filed as inactive read as strong as hits
Target sequence (P9WH09 whole entry, looked up): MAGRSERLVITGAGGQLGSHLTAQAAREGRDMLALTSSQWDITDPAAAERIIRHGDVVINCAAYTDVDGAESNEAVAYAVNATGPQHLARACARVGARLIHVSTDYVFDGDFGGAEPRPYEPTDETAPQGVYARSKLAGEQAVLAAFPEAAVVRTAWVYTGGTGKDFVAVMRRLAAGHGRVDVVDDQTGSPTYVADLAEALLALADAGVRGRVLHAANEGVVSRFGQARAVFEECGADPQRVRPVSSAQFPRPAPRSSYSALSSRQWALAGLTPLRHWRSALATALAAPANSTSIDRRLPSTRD
Target sequence (P9WH11 whole entry, looked up): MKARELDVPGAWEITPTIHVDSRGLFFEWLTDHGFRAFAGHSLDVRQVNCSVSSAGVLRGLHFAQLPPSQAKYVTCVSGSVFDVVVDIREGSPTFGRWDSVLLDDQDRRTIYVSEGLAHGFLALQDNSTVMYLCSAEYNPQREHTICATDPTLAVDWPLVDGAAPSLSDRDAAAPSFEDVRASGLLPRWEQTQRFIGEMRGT
* = called active by the depositor; x = not tested or not shown.

The line under a structure holds: M. tuberculosis GlmU	RmlCD inh 1536
CC(=O)NS(=O)(=O)c1ccc(NC(=O)C(Sc2ccccc2)c2ccccc2)cc1 (stereo unspecified)
 : 1.1%	11
Cc1ccc(/C=C2/CCc3c([nH]c4ccccc34)C2=O)cc1
 : x	11
O=C(NCc1ccccc1)c1cc(S(=O)(=O)N2CCCCC2)ccc1N1CCOCC1
 : 2.7%	-12
Cc1ccc(-c2cc(C(=O)Nc3ccc(S(=O)(=O)Nc4cc(C)on4)cc3)c3ccccc3n2)c(C)c1
 : -1.6%	-11
COc1cc2nc(=S)n(CCCN3CCOCC3)c(N)c2cc1OC
 : -3.4%	6
CCOc1ccc(NC(=O)CCC(=O)OC)cc1
 : 3.2%	-7
Cn1nnnc1SCCNCC#Cc1ccccc1
 : 3.0%	x
COc1ccccc1CNC(=O)c1ccc(OC(F)F)c(OC)c1
 : -1.6%	6
Cc1onc(-c2ccccc2Cl)c1C(=O)N1CCc2ccccc21
 : 0.2%	-5
Cn1cnnc1Sc1ccc(C(=O)OCC(=O)Nc2cc(Cl)cc(Cl)c2)cc1[N+](=O)[O-]
 : -5.0%	10
Cc1ccc(C(=O)NCc2nnc(SCC(=O)NC(C)c3ccccc3)n2C)cc1 (stereo unspecified)
 : 6.7%	-8
COc1ccc(N/C=C2/Sc3ccccc3NC2=O)cc1
 : 0.1%	x
COc1ccccc1CNC(=O)COC(=O)c1ccc(S(=O)(=O)N2CCCC2)cc1
 : 0.5%	x
COc1ccccc1/C=C/C(=O)c1ccc(Cl)cc1
 : -3.4%	-9
Cc1nn(-c2ccccc2)c(C)c1C(=O)OCC(=O)NC(=O)NC1CCCC1
 : -7.5%	2
CCOC(=O)Cn1nc(C)n(-c2c(C)cccc2C)c1=O
 : -1.6%	5
N#Cc1nc(COc2ccccc2F)oc1NCc1ccc(F)cc1
 : 6.1%	5
COc1ccc(N2CCN(C(=O)c3ccc4c(=O)n(CC5CCCO5)c(=O)[nH]c4c3)CC2)cc1 (stereo unspecified)
 : 5.8%	5
O=C(Nc1ccc(C(=O)O)cc1)/C(=C\c1ccc2c(c1)OCO2)NC(=O)c1ccco1
 : -0.2%	-5
Cc1ccc(SC(CC(=O)c2ccc(C(C)(C)C)cc2)C(=O)O)cc1 (stereo unspecified)
 : -2.3%	-13
COC(=O)c1cc2nc(-c3ccc(OC)c(OC)c3)cc(C(F)(F)F)n2n1
 : 6.0%	-9
O=C(Nc1ccccc1F)C(=Cc1sc(N2CCOCC2)nc1-c1ccccc1)C(=O)Nc1ccccc1F
 : 0.5%	-5
CCCC(O)(c1ccc(OC)cc1)C(CN(C)C)c1ccccc1 (stereo unspecified)
 : -3.4%	12
O=C(/C=C/c1ccccc1Cl)N1CCCN(C(=O)/C=C/c2ccccc2Cl)CC1
 : -6.6%	15
CCOC(=O)c1cn(CC)c2cc(F)c(F)cc2c1=O
 : -2.4%	-2
COc1ccc(Cl)cc1-n1c(C)cc(C=O)c1C
 : -2.0%	-7
C=CCOc1cccc(C2c3c(oc4ccccc4c3=O)C(=O)N2c2ccccn2)c1 (stereo unspecified)
 : 5.7%	6
CCN(CC)S(=O)(=O)c1ccc(N=N/C(C(C)=O)=C(/C)O)cc1
 : 0.6%	x
CC/C(C)=N\N=C\c1c(O)n(CC)c2cc(C3=NNC(=O)CC3)ccc12
 : -6.9%	x
CC1=C(C(=O)OC2CCCCCCC2)C(c2cccc(O)c2)NC(=O)N1 (stereo unspecified)
 : 4.5%	-7

Whole records from above. Values in the order: M. tuberculosis GlmU, RmlCD inh 1536
C=CCOc1cccc(C2c3c(oc4ccccc4c3=O)C(=O)N2c2ccccn2)c1 (stereo unspecified) is listed with 5.7%, 6
Cc1ccc(SC(CC(=O)c2ccc(C(C)(C)C)cc2)C(=O)O)cc1 (stereo unspecified) is listed with -2.3%, -13
CCOC(=O)Cn1nc(C)n(-c2c(C)cccc2C)c1=O is listed with -1.6%, 5
O=C(Nc1ccccc1F)C(=Cc1sc(N2CCOCC2)nc1-c1ccccc1)C(=O)Nc1ccccc1F is listed with 0.5%, -5
COc1ccc(Cl)cc1-n1c(C)cc(C=O)c1C is listed with -2.0%, -7

Following part:
The line under a structure holds: M. tuberculosis GlmU	RmlCD inh 1536
O=C(Cn1[nH]c(=O)c2ccccc2c1=O)NCc1cccnc1
 : 3.2%	88
CC(C)N=C(Nc1ccc(Cl)cc1)c1cccnc1
 : -2.5%	x
COC(=O)/C=C1\S/C(=N/N=C/c2ccco2)NC1=O
 : 1.5%	-2
Fc1ccc(Nc2nc(N/N=C/c3ccco3)nc(N3CCCCC3)n2)cc1
 : -4.7%	1
Brc1ccc2c(c1)OCCOCCOCCOCCOCCO2
 : 3.7%	-6
CCc1nc(NCCN2CCOCC2)c(C#N)c2c1CCCC2
 : -6.0%	x
CCOC(=O)C1CCN(c2c(-c3ccccc3)c3cc(Cl)ccc3[nH]c2=O)CC1
 : 3.4%	-5
O=C(CSc1nnnn1-c1cccc(C(=O)O)c1)NC(c1ccccc1)c1ccccc1
 : 2.5%	x
Cc1ccc(CSc2nc3c(c(SCC(=O)O)n2)CCCC3)cc1
 : 5.3%	x
N#Cc1nc(N2CCCC2)nc(N2CCCC2)n1
 : -2.1%	x
CCc1ccc(/C=N/NC(=O)c2ccc(OC3CCCC3)cc2)s1
 : 1.1%	-2
Cc1nn(Cc2ccccc2)c(Cl)c1C(=O)OC1CCOC1=O (stereo unspecified)
 : 3.8%	x
COC(=O)C1=C(C)NC(=S)NC1/C=C/c1ccccc1 (stereo unspecified)
 : 7.5%	21
Cc1cccc(Cc2c(C)nc3c(C(=O)NCc4ccco4)cnn3c2C)c1
 : 2.4%	-3
Fc1ccc(-c2nnc(-c3ccc(Cl)cc3)o2)cc1
 : 4.0%	9
O=C(c1ccco1)N1CCN(S(=O)(=O)Cc2ccccc2Cl)CC1
 : 7.3%	x
CCCCCN1C=CC(=C2C(=O)c3ccccc3C2=O)C=C1
 : -2.9%	x
O=C(Nc1cccc(S(=O)(=O)N2CCOCC2)c1)[C@@H]1CCCN1S(=O)(=O)c1ccc(Cl)cc1
 : 2.2%	x
C=CCN=C(SCC(=O)c1ccc(Cl)cc1)c1c(O)n(C)c(=O)n(C)c1=O
 : 3.8%	10
N#CCSc1nnc(CNc2cccc(Cl)c2)o1
 : -2.6%	x
Cc1ccc(Cc2nc(-c3cccnc3)no2)cc1
 : -0.4%	x
COc1cc(-c2ccc3oc(-c4ccsc4)c(C#CC4(O)CCCCC4)c3c2)cc(OC)c1OC
 : -0.6%	x
O=C(O)CCS(=O)(=O)c1nc(-c2cccs2)cc(C(F)(F)F)n1
 : -0.1%	-8
CCOC(=O)CNC(=S)N(CCCN1CCCC1)Cc1cccs1
 : 2.7%	-3
CCN1C(=O)CS/C1=N\c1nccs1
 : 6.1%	0
CCn1c(SCC(=O)c2ccc(NC(C)=O)c(OC)c2)nnc1-c1ccc(NS(C)(=O)=O)cc1
 : -1.2%	-10
Cn1c(CN2CCN(CC#N)CC2)c(C#N)c2ccccc21
 : 4.8%	8
Cc1ccccc1NC(=O)c1nn(-c2ccc(F)c(F)c2)ccc1=O
 : -2.5%	-9
O=S(=O)(CCn1cccc1)CCn1cccc1
 : -2.6%	10
COc1cc(/C=N/n2cnnc2)ccc1OC(=O)N(C)C
 : 3.6%	x
CCOc1cc(/C=N/N=C2/NC(=O)C(CC(=O)O)S2)ccc1OCc1ccccc1Cl (stereo unspecified)
 : 6.9%	-12
O=C(CS(=O)(=O)c1ccc2ccccc2c1)Nc1ccccc1Cl
 : -3.2%	-2
O=c1cc(CN2CCc3ccccc32)nc2sccn12
 : -2.1%	10
CCN(CC)CCCNC(=O)c1ccc2c(=O)n(Cc3ccc4c(c3)OCO4)c(=S)[nH]c2c1
 : -12%	2
Cc1cc(Nc2ccccc2)nc(N)n1
 : -4.0%	-8
Cc1ccc(NC(=O)CCc2nc3ccccc3[nH]2)cc1C
 : 0.0%	-9
FC(F)(F)c1nnc2c(Sc3ccccc3)nc3ccc(Cl)cc3n12
 : -0.8%	7
Cc1ccc(Cl)cc1-n1c(O)c(C=NCCCN2CCOCC2)c(=O)[nH]c1=O
 : 0.7%	-3
CCNC(=S)NNC(=O)c1cc(-c2cccnc2)nc2ccccc12
 : 7.6%	-12
O=[N+]([O-])c1ccc(N/N=C/c2sc(N3CCOCC3)nc2-c2ccccc2)c(S(=O)(=O)Nc2ccc(Cl)cc2)c1
 : -4.2%	8
COCCn1c(=O)[nH]c2cc(C(=O)NCCN3CCN(c4ccc(OC)cc4)CC3)ccc2c1=O
 : 2.0%	x
O=C(O)C1CC=CCC1C(=O)NCCCCc1ccccc1 (stereo unspecified)
 : -4.7%	5
COc1ccc(N2C(=O)/C(=C\c3ccco3)N=C2SCC(=O)NC(C)C)cc1Cl
 : 2.5%	-8
CCCNS(=O)(=O)c1ccc(CCC(=O)N2CCCCC2)cc1
 : 2.0%	15
CCOC(=O)C(C)(C)N(Cc1ccc(C)cc1)S(=O)(=O)c1ccc(Cl)c([N+](=O)[O-])c1
 : 1.6%	-2
Cc1nn(C)c(C)c1/C=C/C(=O)c1ccccc1
 : -2.3%	-3
CN1CCN(c2ccc(NC(=O)COc3ccc(Cl)cc3Cl)cc2)CC1
 : 0.6%	57
N#CCCn1cc(/C=N/O)c(-c2ccc(F)cc2)n1
 : 1.2%	1
Cc1cccc2cc3c(N)c(C(=O)N4CCc5ccccc54)sc3nc12
 : 1.9%	30
CCCC(=O)Nc1nnc(SCC(=O)N2CCN(c3ccccc3)CC2)s1
 : 4.2%	-5
O=C(NCc1cccnc1)C(=O)NCC(c1ccco1)N1CCN(c2ccc(F)cc2)CC1 (stereo unspecified)
 : 2.5%	4
Cc1nn2c(c1-c1ccc(Cl)cc1)N=C(c1ccco1)CC2c1ccccc1 (stereo unspecified)
 : -0.3%	4
COc1cc(OC)cc(C(=O)N[C@H](C(=O)Nc2nc3ccccc3[nH]2)C(C)C)c1
 : 0.0%	x
COc1cc(/C=C(/C#N)c2ccc(C)cc2)ccc1Oc1ccc([N+](=O)[O-])cn1
 : 2.7%	-6
O=C(Nc1ccc(-c2nc3ccccc3c(=O)o2)cc1)c1ccco1
 : 2.1%	1
Cc1ccc(-c2nc3n(n2)Cc2ccccc2-3)cc1
 : -0.9%	-34
CC(C)(C)NC(=O)CSc1nnc(-c2ccco2)n1Cc1ccco1
 : 4.8%	11
O=C(c1cc2ccccc2oc1=O)N1CCN(CCc2ccccc2)CC1
 : 2.6%	4
COc1ccc(NC(=O)CCC(=O)N/N=C/c2cn(C)nc2C)cc1
 : -3.0%	-6
CC(C)(C)NC(=O)NCc1cccnc1
 : 4.5%	4

Next entries.
The line under a structure holds: M. tuberculosis GlmU	RmlCD inh 1536
CC(=O)N1CCN(c2ccc(OC[C@H]3CO[C@](Cn4ccnc4)(c4ccc(Cl)cc4Cl)O3)cc2)CC1
 : -2.8%	12
CC1(C)CC(NC(=O)c2coc(=O)c(Br)c2)CC(C)(C)N1
 : -0.2%	x
CCCCn1cnc2c1c(=O)[nH]c(=O)n2CCCC
 : -3.4%	x
CC(C)Cn1c(N)c(C(=O)COC(=O)/C=C/c2cccs2)c(=O)n(C)c1=O
 : x	-5
C/C(=N/NC(=O)c1cc(Cl)ccc1O)C12CC3CC(CC(C3)C1)C2
 : -1.2%	x
Clc1ccc(CSc2nnc(-c3cccnc3)o2)cc1
 : 1.4%	x
O=C(CSc1ccccc1)NCc1ccc(F)cc1
 : -2.7%	-16
CCOc1ccc(S(=O)(=O)NC2CCCCCC2)cc1
 : -1.9%	1
CCNC(=S)Nc1ccc(-c2nc3ccccc3[nH]2)cc1
 : 3.3%	x
CN(C)CCNc1oc(-c2cccc(Cl)c2)nc1C#N
 : 2.9%	x
Cc1occc1-c1nnc(SCC(=O)Nc2ccccc2)n1Cc1ccccc1
 : 3.2%	-6
Cc1ccc2[nH]c(=O)c(C(c3nnnn3C3CCCC3)N(Cc3cccnc3)Cc3ccco3)cc2c1 (stereo unspecified)
 : 1.5%	10
O=C(NC(=O)c1cc(OCC(F)(F)F)ccc1OCC(F)(F)F)Nc1ccccc1
 : x	-1
O=C(NCCc1ccccc1)c1ccc(OCCOc2ccccc2)cc1
 : 1.3%	22
O=C(NNC(=S)Nc1ccccc1)c1ccc2ncccc2c1
 : -0.4%	x
O=C(NC(=S)NCC1CCCO1)c1ccc([N+](=O)[O-])cc1 (stereo unspecified)
 : 1.1%	-6
Cc1nn(C)cc1CNC(=O)c1cnn2c(C(F)F)cc(C3CC3)nc12
 : 0.7%	1
Cc1ccc(-c2cc(=O)c3ccccc3[nH]2)cc1
 : -6.3%	x
COc1nc(NC(C)=O)nc(C)c1Br
 : -1.4%	7
O=C(ON=C1CCSCC1)c1ccccc1
 : 0.7%	x
Oc1ccc(/C=N/Nc2cc(N3CCCC3)nc(N3CCCC3)n2)cc1O
 : 4.7%	2
Cc1ccc(NC(=O)/C=C/c2cccc([N+](=O)[O-])c2)nc1
 : 5.5%	5
CCCCc1n[nH]c2c1/C(=N/O)CC(c1ccccc1)C2 (stereo unspecified)
 : 1.7%	-1
Cc1cc(NC(=O)CSc2nnc(Nc3ccccc3C)s2)no1
 : -4.7%	x
Nc1ccc(S(=O)(=O)N2CC3CC(C2)c2cccc(=O)n2C3)cc1 (stereo unspecified)
 : 2.6%	-11
O=C(NC(=S)N1CCN(Cc2ccccc2)CC1)c1cccnc1
 : -1.9%	4
COc1ccc(C2CC(c3ccccc3)=NN2C(=O)COC(=O)C2(C)CC2(Cl)Cl)cc1 (stereo unspecified)
 : 0.1%	-12
Cc1ccc(CNC(=O)CN2CCN(Cc3ccc(Cl)cc3)C2=O)cc1
 : 0.9%	-3
CC(=O)n1cc(C2C(=O)CCCC2=O)c2ccccc21
 : 6.4%	9
COc1ccc(NC(=O)c2ccccc2NC(=O)NC2CCCCC2)cc1
 : -1.8%	x
COc1cccc(-n2nc(-c3ccnn3-c3ccc(F)cc3)c(=O)n(C)c2=O)c1
 : -1.9%	3
CN(Cc1ccncn1)C(=O)CC1C(=O)NCCN1Cc1cccc(Oc2ccccc2)c1 (stereo unspecified)
 : 1.6%	-9

The list is partial; the hit share may differ from the screen's.
